FEN1 inhibitor: qHTS Assay for the Inhibitors of Human Flap endonuclease 1 (FEN1) | P39748 | Recombinant FEN1 flap cleavage, fluorescence, 15 min | Potency, µM (highest dose often 114 µM), inactives show top-dose activity change, negative = inhibition, usual class: inhibitors | actives 0.35% (n = 390,000) | AID 588795, 2011; also: nearly all actives have a fitted effect of over 65% in size
Target sequence (P39748 whole entry, looked up): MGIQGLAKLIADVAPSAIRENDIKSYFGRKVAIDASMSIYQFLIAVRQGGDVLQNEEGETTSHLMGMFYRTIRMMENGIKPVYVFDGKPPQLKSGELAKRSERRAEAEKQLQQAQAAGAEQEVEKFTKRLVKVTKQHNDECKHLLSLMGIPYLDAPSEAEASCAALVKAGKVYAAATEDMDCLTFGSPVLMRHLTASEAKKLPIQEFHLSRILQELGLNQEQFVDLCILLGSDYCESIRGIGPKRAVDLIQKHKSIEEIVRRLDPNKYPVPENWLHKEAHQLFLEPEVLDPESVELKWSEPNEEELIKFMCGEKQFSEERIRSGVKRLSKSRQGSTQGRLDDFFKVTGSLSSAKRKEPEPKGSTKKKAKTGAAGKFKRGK
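With each library titrated from low to high concentration, compounds met 10 nM FEN1 for 15 min at room temperature before 50 nM substrate was added; readings at 0 and 15 min fed four-parameter Hill curve fits.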
N370S GC mod: qHTS Assay for Inhibitors and Activators of N370S glucocerebrosidase as a Potential Chaperone Treatment of Gaucher Disease. Potency, µM (top dose mostly 59.4 µM), for inactives: at the top dose activity change, negative = inhibition, most hits filed as inhibitors. N370S GC spleen homogenate, 4MU-glucoside fluorescence. Lysosomal acid glucosylceramidase (Homo sapiens), P04062. actives 0.092% (n = 330,000);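 also: 0% = full enzyme activity and -100% = no enzyme basal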
TDP1 block: qHTS Assay for Inhibitors of Tyrosyl-DNA Phosphodiesterase (TDP1) | Tyrosyl-DNA phosphodiesterase 1 (Homo sapiens), Q9NUW8 | recombinant TDP1, AlphaScreen DNA substrate cleavage | Potency, µM (titrated, usually from 130 µM), inactives show at the highest dose activity change, negative = inhibition, actives largely listed as inhibitors | actives 0.28% (n = 350,000) | AID 485290, 2010; also: nearly all actives have a fitted effect of over 40% in size
Target sequence (Q9NUW8 whole entry, looked up): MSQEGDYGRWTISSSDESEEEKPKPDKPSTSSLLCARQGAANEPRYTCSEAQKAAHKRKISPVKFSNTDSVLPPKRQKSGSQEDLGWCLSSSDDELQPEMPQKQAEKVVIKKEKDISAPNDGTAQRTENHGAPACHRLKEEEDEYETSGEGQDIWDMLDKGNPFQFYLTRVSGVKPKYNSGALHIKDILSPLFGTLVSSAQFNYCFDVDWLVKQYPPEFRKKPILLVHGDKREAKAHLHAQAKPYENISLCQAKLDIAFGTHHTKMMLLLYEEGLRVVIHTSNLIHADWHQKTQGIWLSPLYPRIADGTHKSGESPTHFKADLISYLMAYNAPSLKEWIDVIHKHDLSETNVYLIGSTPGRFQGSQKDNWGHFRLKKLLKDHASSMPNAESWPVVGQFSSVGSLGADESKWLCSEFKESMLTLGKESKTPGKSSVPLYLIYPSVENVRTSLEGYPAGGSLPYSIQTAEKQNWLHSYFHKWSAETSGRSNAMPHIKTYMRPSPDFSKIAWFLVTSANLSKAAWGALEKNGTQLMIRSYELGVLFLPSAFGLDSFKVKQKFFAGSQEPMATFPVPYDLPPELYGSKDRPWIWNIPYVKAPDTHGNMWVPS
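AlphaScreen read-out: signal falls as enzyme removes the 3' tyrosine-FITC from a 5'-biotinylated DNA oligo (15 nM, 5 min, RT). Enzyme was E. coli-made recombinant Tdp1 at 1 nM, exposed to compound for 15 min beforehand; beads 10 ug/ml, 10 min.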
* marks the source's active call; other numbers are inactive results; ? = inconclusive; · = no result given; & = joins results of further samples; [ ] = dose if it differs, or a comment. Calls follow the shape of the dose curve; as a rule, active = well fitted curve in the direction sought with a large enough effect; inconclusive = small, poorly fitted or top-dose-only effect, or another doubt; inactive = no such curve, though single readings can be large; an effect the other way counts as inactive or inconclusive. Unless noted, % is scaled to controls: 0 for no effect and ±100 for the full control effect; potency is read from the fitted curve at half-maximal effect.

Sequence of screens – N370S GC mod	TDP1 block	FEN1 inhibitor
- O=C(O)CN=C1NC2(CCCC2)Cc2ccccc21
  5%	0%	-8%
- C/C(=N\OCc1ccc(C#N)cc1)c1cc2ccccc2o1
  12%	-4%	3%
- O=C(c1ccc([N+](=O)[O-])cc1[N+](=O)[O-])N1CCN(C(=O)C2CCCO2)CC1 (stereo unspecified)
  ·	1%	-2%
- CC1CCCN(CCSc2ccc(Cl)cc2)C1 (stereo unspecified)
  -4%	-5%	-2%
- COCCCNC(=S)NNC(=O)c1ccc2c(c1)OCO2
  -5%	5%	-5%
- CC1CCCC(NS(=O)(=O)c2ccc3c(c2)OCCO3)C1C (stereo unspecified)
  12%	4%	-9%
- COc1ccccc1-c1n[nH]c(=S)n1Cc1ccccc1
  -7%	·	4%
- CCc1ccccc1NC(=O)c1nnn(CC(=O)Nc2ccccc2C)c1N
  5%	0%	0%
- O=C(CN1CCN(Cc2ccc(Cl)cc2)C1=O)NCc1cccs1
  -6%	3%	-8%
- Cc1ccc(C(=O)CSc2nnc(Cn3nnc4ccccc43)n2C)cc1
  4%	3%	2%
- O=C(NCCCN1CCN(CCCNC(=O)c2ccc3c(c2)OCO3)CC1)c1ccc2c(c1)OCO2
  2%	-7%	-11%
- CCCCCOC(=O)CSc1nc2c(c(=O)[nH]c(=O)n2C)n1Cc1ccc(Cl)cc1
  4%	-3%	-7%
- COC(=O)CCc1c(C)[nH]c(=S)[nH]c1=O
  -8%	-8%	-1%
- COc1cc(-c2noc(-c3cc(C)[nH]n3)n2)cc(OC)c1OC
  ·	0%	21%
- COc1ccc(SCCN2CC[C@@H](O)CCC2=O)cc1
  ·	1%	-6%&20%
- O=C(NC(Cc1c[nH]c2ccccc12)C(=O)O)c1ccccc1 (stereo unspecified)
  3%	-3%	-3%
- Cc1ccc(-c2csc(N3CCC(NS(=O)(=O)c4ccc5c(c4)OCCO5)CC3)n2)cc1
  3%	2%	-2%
- CCOCCCn1c(SCC(=O)Nc2ccc(OC)cc2OC)nc2ccccc2c1=O
  ·	4%	-13%
- CC(C)(C)OC(=O)NCC1CCC(C(=O)NC[C@H](CC(=O)O)c2ccc(Cl)cc2)CC1 (stereo partly specified)
  -12%	·	9%
- Cc1cc(N)n(-c2ccc(C(=O)O)cc2)n1
  -7%	-8%	-3%
- COc1ccc2c(c1)C(SCC(=O)NCc1ccccc1)CC(C)(C)O2 (stereo unspecified)
  -9%	7%	-1%
- CCNC(=S)N1CCN(c2ccccc2OCC)CC1
  23%	1%	5%
- COc1ccc(C(CCNCc2ccccc2)c2ccc(F)cc2)cc1 (stereo unspecified)
  9%	5%	-10%
- COCCCNC(=O)Cn1ncc2c(=O)oc3ccccc3c21
  -7%	-2%	8%
- COc1ccc(S(=O)(=O)c2ccc(OC)cc2)cc1
  -1%	1%	-1%
- CCc1noc(C)c1C(=O)N(CC)c1nc2c(C)cccc2s1
  -14%	-17%	5%
- Cc1csc(NC(=O)c2cc3c(s2)CCC3)n1
  7%	-6%	7%
- CCOC(=O)c1cnn(-c2ccccn2)c1N
  0%	4%	3%
- O=C(O)CSc1nnc(CSc2nc3ccccc3s2)n1-c1ccccc1
  3%	-2%	3%
- Cc1ccc(S(=O)(=O)Nc2cc(C(=O)O)ccc2N2CCCCC2)cc1
  8%	2%	-13%
- CCC(NC(=O)C1CCCC1)c1ccc(C)cc1 (stereo unspecified)
  4%	·	8%
- Cc1ccc(Cl)cc1N1CCN(S(=O)(=O)c2ccc3c(c2)CC(=O)N3C)CC1
  -5%	3%&6%	15%&-10%
- COC(=O)c1c(S(N)(=O)=O)c2ccccc2n1C
  -6%[2.35 µM]	6%	4%
- CCOc1cc(C(=O)NCCN2C(=O)S/C(=C\c3cccnc3)C2=O)cc(OCC)c1OCC
  2%	3%	15%
- Cc1ccc(-n2ncc3c(NCC4CCCO4)ncnc32)c(C)c1 (stereo unspecified)
  7%	-7%	-1%
- CCc1cc2c(=O)oc(-c3ccc(F)cc3)nc2s1
  -2%	-7%	-7%
- CC1CC(C)CN(CCCNC(=O)Cn2ncc3c(=O)oc4ccccc4c32)C1 (stereo unspecified)
  -3%	5%	-5%
- CC1CCc2nn(CC(=O)N3CCN(C(=O)c4ccco4)CC3)cc2C1 (stereo unspecified)
  0%	3%	23%
- NNC(=O)/C(=C\c1ccco1)NC(=O)c1ccco1
  0%	7%	-8%
- O=C1c2ccccc2C(=O)N1CCCCN(C(=O)c1cc([N+](=O)[O-])ccc1Cl)c1ccc(Cl)cc1
  2%	-1%	0%
- COc1cccc(N(CC(=O)Nc2cccnc2)S(C)(=O)=O)c1
  0%	0%	12%
- O=C(O)CC(Cc1ccccc1)(C(=O)O)c1ccccc1 (stereo unspecified)
  0%	6%	8%
- COc1ccc2c(C)c(CCC(=O)NC3CC3)c(=O)oc2c1C
  6%	·	3%
- O=C(CSc1nnc2c3ccccc3c3ccccc3c2n1)Nc1ccccc1
  17%	6%	·
- Cc1ccc2c(c1)N(C(=O)N1CCC(C(=O)NCc3ccco3)CC1)CC(C)O2 (stereo unspecified)
  ·	-9%	3%
- CCOc1ccc(NS(=O)(=O)c2cc(C(=O)NCCCN3CCOCC3)ccc2C)cc1
  ·	2%	1%
- Cc1ccccc1-n1nc(CO)c(C(=O)NCCc2ccccc2)n1
  ·	0%	-8%
- CCOC(=O)C1CCC(CNCc2ccc(Cl)cc2)CC1 (stereo unspecified)
  -8%	3%	-21%
- CCOc1ccc(-n2nc(CO)c(C(=O)NCC(c3ccccc3)c3ccccc3)n2)cc1
  ·	0%	-3%
- COc1ccc(OC)c(NC(=O)Cn2cc(C(=O)c3cccs3)c3ccccc32)c1
  ·	3%	-9%
- O=C(N/N=C/c1cc2c(cc1Br)OCO2)c1ccccn1
  5%	-3%	-3%
- CCCNCc1cc(OCC)c(OCC(=O)Nc2ccccc2)cc1Br
  0%	-5%	13%
- Cc1cccn2c(=O)cc(CSc3nnc(NC(=O)COc4ccccc4)s3)nc12
  2%	·	?
- CC(CNC(=O)c1csc2c1CCCCC2)c1ccccc1 (stereo unspecified)
  ·	1%	-6%
- CCC(=O)Nc1ccccc1Nc1cc(C#N)c(C#N)cc1[N+](=O)[O-]
  15%	3%	0%
- COC(=O)C1=C(C(=O)OC)[C@@H]2N(C)c3ccc(OC)cc3[C@@]23C[C@@H](C(=O)OC)N(C(=O)c2cccs2)C3=N1
  -4%	7%[12.3 µM]	-9%
- O=C(N1CCN(CCO)CC1)N1c2ccccc2CCc2ccccc21
  -12%	·	18%
- COC(=O)CN(C(=S)Nc1ccc(F)cc1)C1CC(=O)N(c2ccc(OC)cc2)C1=O (stereo unspecified)
  -5%	1%	4%
- COc1cc(NC(=S)NCCN2CCOCC2)cc(OC)c1OC
  -2%	5%	20%
- O=C(O)CN1C(=O)/C(=C/c2ccccc2Br)Oc2ccccc21
  -6%	·	2%

More structures follow:
Sequence of screens – N370S GC mod	TDP1 block	FEN1 inhibitor
- O=C(OC1CCOC1=O)c1ccc(-c2nc3ccccc3s2)s1 (stereo unspecified)
  12%	5%	0%
- CCC(C(=O)N1CCN(C(=O)c2ccco2)CC1)c1ccccc1 (stereo unspecified)
  4%	4%	-15%
- CCCCCCCCCc1nc(N)n[nH]1
  14%	3%	-2%
- CC(C)(C)OC(=O)NC(CNCc1ccccc1)Cc1ccccc1 (stereo unspecified)
  -3%	-6%	-5%
- CCOC(=O)c1ccoc1CSCc1ccc(C(=O)OC)o1
  -1%	0%	-3%
- CC(C)(C)OC(=O)N[C@H](C(=O)OC(C)(C)C)c1ccc(C(F)(F)F)cc1
  ·	-2%	1%
- Cc1nn(-c2ccc(Cl)cc2Cl)c(=O)c2ccccc12
  9%	-8%[56.1 µM]	-2%
- S=C(NCCc1ccccc1)N1CCN(Cc2ccc(Cl)c(Cl)c2)CC1
  -1%	3%	7%
- CN1C=CC(=C2C=CN(C)C=C2)C=C1
  -5%	23%	·
- O=C(O)CCn1ccc2cc(S(=O)(=O)N3CCCCC3)ccc21
  ·	0%	11%
- CC(Oc1cc2oc(=O)c3c(c2cc1Cl)CCC3)C(=O)NCCCN1CCOCC1 (stereo unspecified)
  -19%	1%	-14%
- CCOc1cc2[nH]c(=S)n(Cc3ccc(C(=O)NCCCN(CC)CC)cc3)c(=O)c2cc1OCC
  -15%	·	-16%
- Cc1ccc(NC(=O)CN2CCOCC2)cc1S(=O)(=O)N1CCCCC1
  ·	0%	6%
- O=C(CCN1C(=O)c2ccccc2C1=O)Nc1cc(F)ccc1F
  5%	5%	-4%
- O=C(COc1cccc(C(F)(F)F)c1)NCC(c1ccco1)N1CCCCC1 (stereo unspecified)
  -15%	1%	-16%

Another view of 3 compounds above:
Structure | N370S GC mod | TDP1 block | FEN1 inhibitor
O=C(OC1CCOC1=O)c1ccc(-c2nc3ccccc3s2)s1 (stereo unspecified) | 12% | 5% | 0%
CCC(C(=O)N1CCN(C(=O)c2ccco2)CC1)c1ccccc1 (stereo unspecified) | 4% | 4% | -15%
CCCCCCCCCc1nc(N)n[nH]1 | 14% | 3% | -2%

Carrying on.
Sequence of screens – N370S GC mod	TDP1 block	FEN1 inhibitor
- CC(C)(C)NC(=O)C(c1ccco1)N(C(=O)c1csnn1)c1ccccc1 (stereo unspecified)
  0%	0%	-2%
- Cc1ccc(NC(=O)CC2NCCNC2=O)cc1 (stereo unspecified)
  0%	-2%	6%
- COc1ccc(/C=C2/S/C(=N/N=C3\CC4CCC3(C)C4(C)C)NC2=O)cc1 (stereo unspecified)
  0%	2%	-2%
- CCCC(C(=O)O)N1C(=O)/C(=C2\C(=O)N(C)c3ccccc32)SC1=S (stereo unspecified)
  -9%	9%	-1%
- COC(=O)c1nn(-c2ccc(OC)cc2)c(=O)cc1O
  14%	3%	-1%
- COc1ccccc1NC(=O)CSc1nnc(-c2ccccn2)n1Cc1ccco1
  18%	10%	1%
- CN(Cc1ccccc1)C(=O)CSc1nc2cc(C(=O)N3CCC(C(N)=O)CC3)ccc2c(=O)n1-c1ccccc1
  -3%	·	-1%
- CC(C)(C)c1nnc(NC(=O)CCS(=O)(=O)c2ccccc2)s1
  -1%	·	-2%
- CSc1nnc(-c2cc(C)on2)n1-c1ccccc1
  11%	3%	4%
- CC(Sc1nnc(-c2ccc(O)cc2)o1)C(=O)Nc1cccc2ccccc12 (stereo unspecified)
  15%	6%	-11%
- CCC/C=C(\CCC)C(NS(=O)(=O)c1ccc(C(F)(F)F)cc1)c1ccc(C(=O)OC)cc1 (stereo unspecified)
  -4%	6%	·
- CCOc1cccc2cc(-c3cn4cc(C)ccc4n3)c(=O)oc12
  5%	0%	-12%
- Cc1cc(C(C)(C)C)oc1C(=O)N(CC(=O)NC1CCCC1)Cc1ccc(F)cc1
  -12%	-3%	11%
- CCOC(=O)C1CCN(C(=O)c2cc(COc3ccc(F)cc3F)on2)CC1
  -9%	5%	-8%
- CCOC(=O)c1c(-c2ccc(-c3ccccc3)cc2)csc1NC(=O)CNCCN(C)C
  2%	·	?

Given with values ahead of the structure: three of the compounds above.
| N370S GC mod | TDP1 block | FEN1 inhibitor | Structure |
| --- | --- | --- | --- |
| -5% | 5% | -5% | COCCCNC(=S)NNC(=O)c1ccc2c(c1)OCO2 |
| 12% | 4% | -9% | CC1CCCC(NS(=O)(=O)c2ccc3c(c2)OCCO3)C1C (stereo unspecified) |
| -7% | · | 4% | COc1ccccc1-c1n[nH]c(=S)n1Cc1ccccc1 |

(list continues)
Sequence of screens – N370S GC mod	TDP1 block	FEN1 inhibitor
- CSCC[C@H](N)C(=O)N[C@@H](CCC(=O)O)C(=O)N[C@H](C(=O)NCC(=O)N[C@@H](Cc1c[nH]c2ccccc12)C(=O)N[C@@H](Cc1ccc(O)cc1)C(=O)N[C@@H](CCCNC(=N)N)C(=O)N[C@@H](CO)C(=O)N1CCC[C@H]1C(=O)N[C@@H](Cc1ccccc1)C(=O)N[C@@H](CO)C(=O)N[C@@H](CCCNC(=N)N)C(=O)N[C@H](C(=O)N[C@H](C(=O)N[C@@H](Cc1cnc[nH]1)C(=O)N[C@@H](CC(C)C)C(=O)N[C@@H](Cc1ccc(O)cc1)C(=O)N[C@@H](CCCNC(=N)N)C(=O)N[C@@H](CC(N)=O)C(=O)NCC(=O)N[C@@H](CCCCN)C(=O)O)C(C)C)C(C)C)C(C)C
  -2%	17%	·
- CCC1CCCCN1C(=O)c1ccc(OC2CCN(C(=O)C3CC3)CC2)cc1 (stereo unspecified)
  -6%	0%	-6%
- CCC(=O)N1CCc2cc(S(=O)(=O)N(C)c3cccc(C)c3)ccc21
  ·	0%	1%
- Cc1cc(/C=C2\SC(N)=NC2=O)c(C)n1-c1ccccc1
  -12%	9%	-2%
- CC1CCCN(C(=O)Cn2nnc(-c3ccc(N(C)C)cc3)n2)C1 (stereo unspecified)
  -20%	·	4%

Source: PubChem
